# Source: PubChem BioAssay
# Yfh1-depleted yeast = enhancers of respiration in Yfh1-depleted yeast, dose response, Friedreich's ataxia, plus single-dose screen (AID 1465); S. cerevisiae Yfh1-off respiration, WST-1 reduction, 72 h; higher fold induction means a stronger effect; fold induction at 50 µM; hits with a dose series show EC50 in µM; 0.074% of 220,000 active;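 active = fold induction of absorbance versus untreated yeast above a set limit, then at least 30% activation at any dose in follow-up; inconclusive = repeats straddling the limit, or above it without dose testing; inactive = fold induction below the set limit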;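 also: activators that raise dye reduction in frataxin-depleted yeast; strong numbers were not always called active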
# M1AAP inhibition = malaria alanyl aminopeptidase activity blockers – biochemical, fluorogenic H-Leu-NHMec substrate, 1536-well (AID 1445); recombinant M1AAP, H-Leu-NHMec fluorogenic kinetic assay; higher % means a stronger effect; inhibition, % at 30 µM; hits with a dose series show IC50 in µM; 0.42% of 220,000 active;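 active = primary inhibition above the hit cutoff, then over 50% inhibition at one or more dose response concentrations, cut at about 23% in these data, passing the limit was not always enough; inconclusive = conflicting primary data, or primary hits not chosen for dose response; inactive = low primary inhibition, or under 50% at every dose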;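 also: plate controls were DMSO full reaction for no effect and no enzyme background for full effect; strong numbers were not always called active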
# WT yeast gro inh = growth inhibition of WT yeast, mitochondrial fusion screen | mitochondrial fusion phenotypic screen, WT strain | 2.1% of 190,000 active | inhibition, % at 10 µM; in the data active = inhibition above about 58%; tested in S. cerevisiae
# Dynein transport = dynein cargo transport inhibition; 3617.4 mouse cells, GR-EGFP nuclear translocation imaging; test concentration mostly 20 µM; stimulated with dexamethasone, 1 µM; active compounds read low; z-score, hits read low; 0.47% of 220,000 active; AID 1381;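 active = plate z-score of nuclear minus cytoplasmic receptor signal below a set negative limit, without overly bright fluorescence or cell loss, cut at about -3.5 in these data, passing the limit was not always enough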;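 also: z-score of nuclear minus cytoplasmic ring GR-EGFP intensity difference per well; some compounds called inactive have numbers as strong as hits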
#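 Buffer or medium: tet-free, stripped-serum medium; reagent: dexamethasone at 1.0 µM final, 30 min; incubation: 48 h induction, 1 h compound, 30 min dex at 37 °C; measured by: formaldehyde fixation, Hoechst nuclear stain, 10x automated fluorescence imaging; read-out: nuclear-to-cytoplasmic GR-EGFP distribution per well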
# M17LAP inhibition = P. falciparum M17LAP inhibitors, primary screen, biochemical, fluorogenic H-Leu-NHMec substrate, 1536-well (AID 1619) | recombinant M17LAP, H-Leu-NHMec fluorogenic kinetic assay; higher % means a stronger effect | one-dose inhibition, % at 30 µM; IC50 in µM for titrated hits | 0.38% of 220,000 active;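 active = compound inhibiting the enzyme by more than half at any dose during confirmatory dose-response retesting; inconclusive = strong single-dose inhibitors picked by rank but not retested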;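 also: plate controls were full reaction with DMSO carrier for no effect and no enzyme background for full effect; strong numbers were not always called active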
# Autophagy mod = modulators of autophagy; calls only at 10 µM (by protocol); AID 463193; MEF GFP-LC3 puncta imaging; test concentration mostly 10 µM; 0.98% of 190,000 active;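 active = percentage of spot-positive cells more than 3 SD above its plate mean, without a fluorescence outlier flag or 80% toxicity; inconclusive = no clear call, values can overlap the other calls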;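 also: spot-positive cell cutoff set from DMSO-treated cells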
# MT stabilize HCS = microtubule stabilization, imaging screen; HeLa tubulin immunostaining HCS, 24 h; share of cells brighter than vehicle mean+2SD; % tubulin-high responders, % at 10 µM; 0.83% of 200,000 active; AID 2205;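 active = plate Z-score above 3 for both tubulin-high and condensed-nucleus cell shares, with cell loss under 80%, at 10 µM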;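 also: anti alpha tubulin signal scored within the nucleus-defined area of each cell; some results filed as inactive read as strong as hits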
# T cell modulator = modulates CD8 T cell binding to vesicles; 2C CD8+ T cell-vesicle binding, flow cytometry; active compounds read low; 0.068% of 330,000 active; calls only at 7 µM; AID 2052;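 active = response, share of CD8 T cells binding vesicles, and their 90th percentile fluorescence all below set limits, cut at about 80% in these data, passing the limit was not always enough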
#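 material = purified 2C TCR transgenic mouse naive CD8+ T cells | controls = Unloaded micro-vesicles (low), QL9 vesicles with 0.7% DMSO (high) | detection = cytometric PE anti-B7-1 and Alexa647 anti-CD8 signals after 1% paraformaldehyde fixation | incubation = binding step 1.5 h, 37 °C, antibody labelling 20 min, ice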
# b-catenin transl = beta-catenin nuclear translocation modulation | 0.3% of 190,000 active | HeLa beta-catenin nuclear translocation, immunofluorescence imaging | nuclear translocation activity, % at 5 µM;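 active = nuclear translocation activity above 50% at 5 µM, with a well cell count of 50 or more; inconclusive = wells under 50 cells across six images, flagged as toxic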;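 also: per-cell ratio of nuclear to cytoplasmic median beta-catenin stain intensity; plate controls were DMSO negative control for no effect and GSK-3 inhibitor IX positive control for full effect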
#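 Test system: human HeLa cell line; Doses: 5 µM primary, 0.02–20 µM confirmation; Incubation: 24 h compound exposure, 37°C; Detection: beta-catenin immunofluorescence imaging with DAPI; Read-out: beta-catenin nuclear/cytoplasmic ratio, % activation.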
# WT yeast gro inh mutant strain = further read-out of WT yeast gro inh, marked with its call; inhibition, %; mitochondrial fusion phenotypic screen, mutant strain inhibition
# Dynein transport cytoplasmic EGFP = second read-out of Dynein transport, no call of its own (marks repeat the call); z-score; measured here: cytoplasmic GR-EGFP intensity; active compounds read high
# Dynein transport nuclear GR-EGFP = further read-out of Dynein transport, marked with its call; z-score; measured here: nuclear GR-EGFP intensity;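 lower value marks the stronger effect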
# Dynein transport cell count = also measured in Dynein transport; calls as there; z-score; measured here: cell count per field
# b-catenin transl cell count 5 µM = further read-out of b-catenin transl, marked with its call; cell count; measured here: cell count, cytotoxicity flag
# T cell modulator vesicle-bound % = second read-out of T cell modulator, no call of its own (marks repeat the call); double positive events, %; measured here: CD8+ vesicle-bound cell fraction;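 binding gate set so that unloaded-vesicle control wells show 10% double positive cells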
# MT stabilize HCS Hoechst-high % = second read-out of MT stabilize HCS, no call of its own (marks repeat the call); % Hoechst-high responders; measured here: nuclear condensation Hoechst responders;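 share of cells brighter than vehicle mean plus two SD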
# MT stabilize HCS cytotoxicity % = also measured in MT stabilize HCS; calls as there; toxicity, %; measured here: cytotoxicity by cell density;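 0% = mean cell density of plate MIN control wells and 100% = no cells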
# Autophagy mod cell loss 18 h = also measured in Autophagy mod; calls as there; toxicity, %; measured here: cell loss, nuclei count;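 cell loss after 18 h compound exposure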
# An asterisk follows results filed as active; i = inactive; ? = inconclusive; · = no result given.
# The opening two records, to show the layout:
# Results follow in this order: Yfh1-depleted yeast	M1AAP inhibition	WT yeast gro inh	WT yeast gro inh mutant strain	Dynein transport	Dynein transport cytoplasmic EGFP	Dynein transport nuclear GR-EGFP	Dynein transport cell count	M17LAP inhibition	Autophagy mod	Autophagy mod cell loss 18 h	MT stabilize HCS	MT stabilize HCS Hoechst-high %	MT stabilize HCS cytotoxicity %	T cell modulator	T cell modulator vesicle-bound %	b-catenin transl	b-catenin transl cell count 5 µM
> CN(C)c1nc(N(C)C)nc(N2CCCCC2)n1
    i	3%	12	5	0.38	-0.2	0.1	0.91	-2%	i	4	4.2	1.8	2.9	i	24	-2.3	902
> COc1cccc(-c2csc(N3CCN(CC(=O)NNC(=O)c4ccco4)CC3)n2)c1
    i	-2%	-8	-4	0.4	-0.16	0.54	-0.16	-3%	i	27	2.7	1.8	5.3	i	33	-0.8	1063

# The whole of this part, previewed entries included:
# Results follow in this order: Yfh1-depleted yeast	M1AAP inhibition	WT yeast gro inh	WT yeast gro inh mutant strain	Dynein transport	Dynein transport cytoplasmic EGFP	Dynein transport nuclear GR-EGFP	Dynein transport cell count	M17LAP inhibition	Autophagy mod	Autophagy mod cell loss 18 h	MT stabilize HCS	MT stabilize HCS Hoechst-high %	MT stabilize HCS cytotoxicity %	T cell modulator	T cell modulator vesicle-bound %	b-catenin transl	b-catenin transl cell count 5 µM
> CN(C)c1nc(N(C)C)nc(N2CCCCC2)n1
    i	3%	12	5	0.38	-0.2	0.1	0.91	-2%	i	4	4.2	1.8	2.9	i	24	-2.3	902
> COc1cccc(-c2csc(N3CCN(CC(=O)NNC(=O)c4ccco4)CC3)n2)c1
    i	-2%	-8	-4	0.4	-0.16	0.54	-0.16	-3%	i	27	2.7	1.8	5.3	i	33	-0.8	1063
> O=C(Cn1cnc2ccccc21)OCC(=O)N1CCc2ccccc2C1
    i	2%	-38	-34	1.1	-0.23	1.2	-0.32	7%	i	-56	2.5	2.7	8.7	i	26	-5.4	872
> O=C(N1CCOCC1)C12CC3CC(C1)CC(c1ccccc1)(C3)C2
    i	4%	4	-7	-1	-0.18	-0.7	0.38	3%	i	11	2.5	1.4	11	i	54	-2.0	969
> CCCCc1nc2ccccc2c(NC(=O)CN(CC)CC)c1CCC
    i	0%	-2	3	-1.2	-0.076	-0.46	1.3	9%	i	-4	1.5	1.0	8.0	i	58	·	·
> N#Cc1c(-c2ccccc2)ccnc1Oc1ccccc1
    i	7%	-20	-3	-0.33	-0.25	-0.74	0.55	4%	i	7	3.2	1.9	6.0	i	46	·	·
> O=C(c1ccc2snnc2c1)N1CCCC1
    i	4%	5	1	-1.1	-0.22	-0.38	1.6	2%	i	-5	2.4	1.3	6.7	i	23	-2.6	1081
> COc1ccc(NC(=O)N2CCC(c3nc(-c4cccs4)no3)CC2)cc1
    ·	1%	-5	-6	2.7	-0.24	2.1	-2.5	0%	i	-5	3.0	2.5	7.6	i	55	0.7	1061
> COc1ccc(S(=O)(=O)N2CCCC(C(=O)NCCC3=CCCCC3)C2)cc1 (stereo unspecified)
    i	4%	4	3	-0.35	-0.18	-0.82	1.4	5%	i	-4	3.4	1.4	4.8	i	25	0.0	1101
> COc1ccccc1OCC(=O)NNC(=O)c1cnccn1
    ·	0%	1	-2	0.47	-0.21	0.97	0.41	-1%	i	-19	2.5	1.9	6.5	i	17	-0.3	1396
> CCOc1ccccc1N1CCN(C(=O)C(Sc2ccccc2)c2ccccc2)CC1 (stereo unspecified)
    i	5%	46	22	0.17	-0.11	0.66	-0.57	13%	i	-25	4.9	3.6	4.7	i	50	3.9	1322
> CN(C)CCCNC(=O)c1ccc(CN(c2ccccc2)S(C)(=O)=O)cc1
    i	0%	-9	1	-0.93	-0.21	-0.14	0.42	1%	i	11	4.1	1.8	6.7	i	39	·	·
> Cc1cc(C)c(C(N)=O)c(Nc2cccc(Cl)c2C)n1
    i	10%	5	-13	-0.84	0.55	-0.0088	1	10%	i	-4	2.6	3.0	4.8	i	31	1.7	1116
> COc1ccc(C2=NOC(C(=O)Nc3ccc(C(C)=O)cc3)C2)cc1OC (stereo unspecified)
    i	5%	16	26	-0.64	-0.21	-0.086	0.3	6%	i	-10	4.8	2.8	6.3	i	19	·	·
> COc1ccc(-c2nc(N)n[nH]2)cc1
    i	0%	-1	2	-0.91	0.06	-0.64	0.16	3%	i	-36	2.4	1.9	1.7	i	57	-2.0	1025
> COC(=O)c1cc(OC)c(OC)cc1N=CC1=C(O)CC(C)(C)CC1=O
    i	-2%	2	-6	1.1	-0.19	0.16	0.22	0%	i	0	2.0	1.1	7.3	i	20	0.4	1204
> Cc1ccc(/C=N/c2sc3c(c2C#N)CCC3)o1
    i	9%	-10	2	-0.27	-0.22	-0.021	0.25	-11%	i	3	2.6	1.4	7.5	i	54	-2.3	1332
> CCCS(=O)(=O)n1nc(-c2ccc(Br)cc2)cc1N
    i	4%	-8	-2	-0.85	-0.19	-0.09	-0.083	6%	i	5	3.0	2.9	5.2	i	56	-2.9	1096
> CNCCOc1ccccc1-c1ccccc1
    i	2%	6	-15	-0.38	-0.26	-0.1	1.1	5%	i	-10	2.7	1.7	3.3	i	50	-6.9	1151
> CCOC(=O)N1CCC(N2C(=O)c3ccccc3C2Nc2cc(C)cc(C)c2)CC1 (stereo unspecified)
    i	-1%	·	·	-1.3	0.63	-0.093	1.5	0%	·	·	·	·	·	i	23	1.6	1300
> N#CCSc1nc2c(cc1C#N)CCCCCC2
    i	12%	-2	7	-0.78	-0.26	-0.23	-0.063	-11%	i	-7	4.0	2.4	3.8	i	65	·	·
> COCCN(Cc1cc2cc3c(cc2[nH]c1=O)OCO3)C(=O)c1cccs1
    i	2%	3	10	-1.4	-0.47	-0.74	1.2	-1%	i	5	3.0	2.4	12	·	·	-1.2	1346
> Oc1ccccc1-c1nc2c3ccccc3c3ccccc3c2[nH]1
    ?	15%	·	·	-1.1	-0.31	-0.69	-0.79	-1%	·	·	·	·	·	i	15	-3.1	1112
> OC12CCCCC1C(c1ccc3c(c1)OCO3)N(Cc1ccccc1F)CC2 (stereo unspecified)
    ·	-3%	8	-6	1.8	0.022	1.1	-1.1	0%	i	-5	4.2	2.1	3.2	i	32	0.6	1162
> CC(C)C(NC(=O)c1ccc(C(C)(C)C)cc1)C(=O)Nc1cccc(S(N)(=O)=O)c1 (stereo unspecified)
    i	6%	-10	19	-0.48	-0.29	-0.088	0.15	14%	i	-1	1.7	1.4	5.2	i	59	-2.0	1134
> Cc1cc2cc3c(cc2nc1SCC(=O)O)CCC3
    i	14%	-6	7	-0.61	-0.3	0.057	0.34	28%	i	-7	2.7	3.2	11	i	41	1.0	1028
> CCn1cnc2cc(NCc3ccc(OC)cc3)ccc21
    i	-1%	10	14	-0.86	-0.18	-0.45	0.43	14%	i	0	3.4	2.2	7.1	i	24	·	·
> COc1ccc(Br)cc1CN(C)CC(=O)Nc1cc(Cl)ccc1Cl
    i	2%	10	-11	0.54	-0.12	0.32	-0.95	-3%	i	24	2.1	2.3	7.1	i	44	-1.5	1146
> CC1=NN(C(=S)Nc2ccccc2)C(c2ccccc2)C1 (stereo unspecified)
    i	13%	7	20	1.8	-0.25	0.99	-1.2	12%	i	-11	2.3	2.6	11	i	40	·	·
> O=C(N/N=C/C(Cl)=C\c1ccccc1)c1cnccn1
    i	2%	-6	10	-0.66	-0.27	-0.25	0.93	15%	i	-25	0.8	1.3	7.9	i	41	·	·
> Cc1ccc(C2=NN(S(=O)(=O)c3ccccc3)C(c3ccccc3O)C2)cc1 (stereo unspecified)
    ·	-2%	84*	34*	-0.24	7.8	0.97	-0.63	8%	i	2	7.4	1.9	2.3	·	·	2.1	1087
> COc1ccc(S(=O)(=O)NNC(=O)c2cc3c4ccccc4n(C)c3s2)cc1
    i	0%	-11	0	0.17	0.1	0.87	1.6	-2%	i	-28	6.2	3.2	1.2	i	42	2.2	1321
> Oc1c(C(c2ccc(F)cc2)N2CCc3ccccc3C2)sc2ncnn12 (stereo unspecified)
    i	1%	17	-2	-0.83	-0.16	-0.22	0.034	21%	i	-6	2.0	1.5	4.6	i	16	0.2	1225
> CCc1nc(-c2cc3ccc(C)cc3[nH]c2=O)no1
    i	8%	56	10	-0.6	-0.33	-0.15	0.48	-7%	i	15	5.0	3.6	4.3	i	23	-1.0	1019
> CCOC(=O)N1CCN(c2c(NCCN(C)Cc3ccccc3)c(=O)c2=O)CC1
    i	3%	-10	-5	-0.85	-0.21	-0.24	0.83	3%	i	3	2.5	1.9	6.9	i	45	1.2	1054
> Cc1ccc(/C=N/Nc2nc3ccccc3[nH]2)s1
    i	1%	15	17	-0.56	-0.18	-0.43	-0.3	2%	i	-9	4.6	2.1	13	i	48	0.5	1105

# Rows were taken by chance; overall some 4.4% were active at least once.
